Screens deposited in PubChem by National Center for Advancing Translational Sciences (NCATS).
WRN helicase inh: blocks human WRN helicase. Potency, µM (doses to about 114 µM), inactives show at the highest dose activity change, negative = inhibition, usual class: inhibitors. 0.46% of 360,000 active. WRN helicase unwinding, fluorescent forked duplex, kinetic. Q14191; also: potency is read from the fitted curve at half-maximal effect; % is scaled to controls: 0 for no effect and ±100 for the full control effect; nearly all actives have a fitted effect of over 55% in size
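WRN at 20 nM final preincubated with compound 15 min at room temperature; reaction started with 100 nM fluorophore/quencher forked duplex oligonucleotide and 2 mM ATP final. Unwinding followed kinetically by red fluorescence (ex 525, em 598 nm).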
EPAC1 ag: agonists of human EPAC1. O95398. EPAC1 agonist qHTS, biochemical assay; response scale: 100% = response to 6.5 mM cAMP. Potency, µM (titrated, usually from 154 µM), without a hit: at the top dose activation, hits mostly activators. 0.073% of 360,000 active. AID 720707; also: potency is read from the fitted curve at half-maximal effect; nearly all actives have a fitted effect of over 60% in size
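Fluorescent GDP-exchange assay: 100 nM EPAC1 with 250 nM Rap1B preloaded with BODIPY-GDP and 50 uM GDP; compounds tested as concentration series, 5 min at room temperature, then read every 5 min for 30 min (ex 480/em 540 nm); normalized to 6.5 mM cAMP.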
PLK1 PBD block: blocks phosphopeptide binding to human PLK1 polo-box domain | P53350 | Plk1 PBD binding of FITC phosphopeptide, fluorescence polarization | Potency, µM, inactives show max response, negative = inhibition, most hits filed as inhibitors | 2.8% of 360,000 active | AID 720504; also: potency is read from the fitted curve at half-maximal effect; series mostly up to about 57 µM; % is scaled to controls: 0 for no effect and ±100 for the full control effect; nearly all actives have a fitted effect of over 65% in size
Target sequence (P53350 whole entry, looked up, the tested form may be a part): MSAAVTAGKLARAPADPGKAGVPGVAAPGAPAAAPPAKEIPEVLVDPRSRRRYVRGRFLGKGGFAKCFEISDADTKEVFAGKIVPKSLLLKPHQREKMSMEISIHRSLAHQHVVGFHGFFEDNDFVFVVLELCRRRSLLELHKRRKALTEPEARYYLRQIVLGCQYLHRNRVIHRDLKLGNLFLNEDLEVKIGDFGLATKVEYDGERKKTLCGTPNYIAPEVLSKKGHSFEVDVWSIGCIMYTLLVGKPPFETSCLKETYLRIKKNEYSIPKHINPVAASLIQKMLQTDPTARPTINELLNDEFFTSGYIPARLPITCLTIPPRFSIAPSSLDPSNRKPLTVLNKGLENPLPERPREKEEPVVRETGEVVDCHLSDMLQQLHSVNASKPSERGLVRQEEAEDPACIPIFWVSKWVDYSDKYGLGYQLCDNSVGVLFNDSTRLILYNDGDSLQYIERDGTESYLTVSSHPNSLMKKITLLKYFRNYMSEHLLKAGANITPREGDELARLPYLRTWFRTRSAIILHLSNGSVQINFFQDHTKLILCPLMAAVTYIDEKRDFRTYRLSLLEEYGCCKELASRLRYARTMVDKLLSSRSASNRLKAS
FUS yeast rescue: rescues growth of FUS-expressing yeast; S. cerevisiae FUS-expressing, growth rescue, OD600, 24 h; Potency, µM (doses to about 76.6 µM), for the others: top-dose growth rescue (activation), most hits filed as activators; 0.24% of 390,000 active; AID 1347120;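 also: potency is read from the fitted curve at half-maximal effect; plate controls were DMSO vehicle for no effect and reference control for full effect; nearly all actives have a fitted effect of over 55% in size; some results filed as inactive show a strong effect at the top dose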
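Read-out: OD at 600 nm after 24hr at 30C, reporting rescue of FUS-induced yeast toxicity. Cells at OD 0.005 in galactose (2%) minimal medium; compounds tested in a dilution series; CP55940 titration from 92uM final as control.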
aSyn rescue: inhibitors of alpha-synuclein toxicity in yeast. AID 652106. 0.14% of 370,000 active. Yeast expressing alpha-synuclein, growth rescue, BacTiter-Glo, 24 h. Potency, µM (highest dose often 46.1 µM), without a hit: at the top dose growth rescue (activation), hits mostly activators; also: potency is read from the fitted curve at half-maximal effect; % of control where 0% means no effect; nearly all actives have a fitted effect of over 65% in size
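Galactose-induced alpha-syn yeast (OD600=0.02, raffinose-pregrown) + pinned cpd, 24 hr, 30 deg C; growth by BacTiter-Glo luminescence. Growth restoration scores as activation.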
Abeta yeast res: A-beta toxicity reversal in yeast. yeast expressing A-beta42, growth rescue, OD600, 48 h; response scale: 0% DMSO, 100% iron-clioquinol control. Potency, µM (series often up to 46.1 µM), for the others: top-dose growth rescue, usual class: activators. 0.063% of 410,000 active. AID 1347071; also: potency is read from the fitted curve at half-maximal effect; nearly all actives have a fitted effect of over 55% in size
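Yeast A-beta toxicity model in growth medium with pinned compounds, 48 h at 30 C; growth read as absorbance at 600 nm. Normalized to FeCl3/clioquinol equimolar mix (positive) and DMSO (negative).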
EPAC1 antag: blocks human EPAC1 exchange factor | Potency, µM (top dose mostly 115 µM), without a hit: at the highest dose activity change, negative = inhibition, actives largely listed as inhibitors | AID 720709 | EPAC1 GEF assay, Rap1b-BODIPY-GDP exchange fluorescence | O95398 | 0.14% of 360,000 active;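 also: potency is read from the fitted curve at half-maximal effect; plate controls were vehicle for no effect and positive control for full effect; nearly all actives have a fitted effect of over 50% in size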
PI5P4Ka inh: inhibitors of human PI5P4K alpha; P48426; PI5P4Kalpha enzyme, ADP-Glo luminescence, 60 min; stronger effect = lower value; max response, %; 1.2% of 330,000 active; active = max response of -50% or lower; inconclusive = between -30% and -50%; inactive = -30% or higher; also: value at the top dose of about 77 µM; % is scaled to controls: 0 for no effect and ±100 for the full control effect
Target sequence (P48426 whole entry, looked up): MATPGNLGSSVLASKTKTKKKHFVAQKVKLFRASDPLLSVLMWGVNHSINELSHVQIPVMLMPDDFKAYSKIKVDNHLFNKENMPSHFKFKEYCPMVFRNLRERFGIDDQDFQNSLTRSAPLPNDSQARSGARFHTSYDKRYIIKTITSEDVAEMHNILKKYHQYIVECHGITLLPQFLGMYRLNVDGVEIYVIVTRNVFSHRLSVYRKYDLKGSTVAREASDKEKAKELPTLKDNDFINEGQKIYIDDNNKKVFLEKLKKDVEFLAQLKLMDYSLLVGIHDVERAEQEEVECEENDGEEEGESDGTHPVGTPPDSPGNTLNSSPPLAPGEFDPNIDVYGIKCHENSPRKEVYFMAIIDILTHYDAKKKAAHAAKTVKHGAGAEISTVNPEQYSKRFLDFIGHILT
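Single end-point luminescence (ADP-Glo) quantified ADP from PI5P4Kalpha turnover; ATP 5 microM final, 1 h at RT, 0.1% CHAPS and 0.28 mM EGTA in HEPES pH 7.4.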
IL-2 act: IL-2 activation. activation, % (series mostly up to about 46 µM). AID 652025. IL-2 activation reporter assay, cell-based qHTS; stimulated with anti-CD3/CD4/CD28 beads; in transgenic mouse T cells. 0.065% of 360,000 active; in the data active = activation above about 50%; inconclusive = mostly about 30% to 49%; also: 0% is about no effect
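Unstimulated transgenic mouse T cells, 750 per well, received compound and, after 60 minutes, anti-CD3/anti-CD4 bead plus anti-CD28 stimulation. EGFP and DsRed were quantified after 18 hours.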
An asterisk follows results filed as active; ? = inconclusive; · = not tested or not shown; [ ] = dose if it differs, or a comment. Unless noted, calls follow the shape of the dose curve; as a rule, active = well fitted curve in the direction sought with a large enough effect; inconclusive = small, poorly fitted or top-dose-only effect, or another doubt; inactive = no such curve, though single readings can be large; an effect the other way counts as inactive or inconclusive.

Order of values: EPAC1 antag | Abeta yeast res | aSyn rescue | IL-2 act | EPAC1 ag | FUS yeast rescue | PI5P4Ka inh | WRN helicase inh | PLK1 PBD block
- COCCNC(=O)c1cc(S(=O)(=O)N(C)c2ccccc2OC)ccc1C
    1% | -3% | -1% | -4.2 | -6% | 26% | 1 | -8% | -15%
- COc1ccc(N2CCN(C(=O)CSc3ncnc4scc(-c5ccc(C)cc5)c34)CC2)cc1
    14% | -1% | -5% | -3.0 | 2% | 44% | · | -5% | 1%
- O=S(=O)(c1ccccc1)N(CC(O)CN1CCOCC1)c1ccccc1 (configuration not stated)
    -9% | -11% | -1% | -0.2 | -2% | 11% | 1 | -25% | 0%
- Cc1ccc(NC(=O)c2ccccc2)cc1
    10% | -2% | -12% | -2.9 | 9% | 29% | -1 | 1% | -5%
- Cc1nc2ccc(NC(=O)c3ccc(C)c(S(=O)(=O)N4CCOCC4)c3)cc2s1
    -3% | 18% | -10% | -0.1 | 17% | -15% | 7 | -1% | -16%
- CCCNC(=O)c1ccc(N(Cc2ccccc2)S(C)(=O)=O)cc1
    -8% | 7% | 3% | -1.9 | 1% | 15% | · | -13% | 4%
- CC(=O)Nc1ccc2c(c1)C(=Nc1ccccc1)c1ccccc1-2
    -16% | -16% | -5% | -0.9 | 6% | 33% | -2 | -5% | -6%
- O=C(CSc1nnc(-c2cccc(S(=O)(=O)N3CCCC3)c2)n1-c1ccccc1)Nc1ccc(C(=O)O)cc1
    ? | 1% | 2% | -1.9 | -1% | 22% | ? | 50µM* | 75µM*
- Cn1nc(C(=O)NCc2ccc(F)cc2)cc1C(=O)NCc1ccc(F)cc1
    3% | 2% | 8% | -2.2 | 6% | 0% | 1 | 1% | -1%
- CC(=O)Nc1ccc(C2Nc3cc(C)c(C)cc3NC3=C2C(=O)CC(C)(C)C3)cc1 (configuration not stated)
    -3% | -4% | -1% | 1.2 | 9% | -9% | 3 | 2% | -7%
- CCc1noc(C)c1C(=O)N1CCCSC1=Nc1ccccc1
    -5% | 12% | -2% | 0.3 | -15% | 8% | 6 | -14% | -8%
- CCCCNC(=S)N(C)/N=C/c1ccccc1C(=O)O
    2% | -8% | 0% | -0.7 | -5% | 13% | 4 | -4% | -2%
- O=[N+]([O-])c1cc(Cl)ccc1Nc1ccccc1
    -8% | 3% | 2% | -0.7 | 11% | -28% | 14 | -10% | 5%
- Cn1nc(OCC(=O)O)cc1C(F)(F)F
    4% | -16% | -6% | 0.0 | 5% | -2% | 4 | -27% | -4%
- COc1ccc(C(=O)NCCCSc2ccccc2)cc1F
    -4% | -5% | 8% | 0.4 | -5% | -6% | -6 | 0% | -17%
- COc1ccc(C(=O)Nc2ccc(-c3nnn(CC(=O)N4CCN(C(=O)c5ccco5)CC4)n3)cc2)cc1
    ? | 4% | ? | 0.3 | 12% | 1% | 6 | -4% | -5%
- Cc1cccc(C(=O)N[C@H](C(=O)NCCc2ccc(S(N)(=O)=O)cc2)C(C)C)c1
    11% | -6% | 0% | 0.6 | -1% | 18% | 3 | 13% | 1%
- CCOP(=O)(O)c1cccc(OCCOCCOc2cccc(P(=O)(O)OCC)c2)c1
    -19% | 1% | -3% | -1.9 | -10% | -23% | -5 | -2% | -1%
- CCOc1ccc(CN2CCN(Cc3cccn3-c3cccnc3)CC2CCO)cc1 (configuration not stated)
    -5% | 2% | 0% | 1.6 | 2% | -1% | 2 | -4% | -3%
- C=CCn1c(COc2cccc(C)c2)nnc1SC(C)C(=O)NC1CC1 (configuration not stated)
    14% | 1% | -4%[1.84 µM] | -0.2 | 2% | 2% | -3 | 8% | -13%
- COc1ccccc1N(C)S(=O)(=O)c1ccc(C)c(C(=O)Nc2nccs2)c1
    -24% | 0% | -1% | -2.8 | 7% | 27% | 1 | -6% | 8%
- Cc1[nH]c2ccccc2c1-c1nc2ccccc2[nH]c1=O
    4% | 11% | -15% | -0.2 | 11% | -3% | 0 | 4% | -4%
- O=C(O)CCC(=O)N1N=C(c2cccs2)CC1c1cn(-c2ccccc2)nc1-c1ccccc1 (configuration not stated)
    -3% | -2% | -11% | -0.8 | -4% | 28% | 1 | 1% | -8%
- O=C(NN1C(=O)/C(=C/C=C/c2ccco2)SC1=S)c1ccccc1O
    ? | -29% | 0% | 0.4 | 0% | 26% | -78* | 10µM* | 6.7µM*
- CCN(C(=O)CSc1n[nH]c(-c2ccccc2)n1)c1c(N)n(Cc2ccccc2)c(=O)[nH]c1=O
    0% | 14% | -1% | -0.4 | -4% | -15% | 0 | -4% | -2%
- COc1ccc(N=C2NN=C(c3c(C)[nH]c4ccccc34)CS2)cc1
    -3% | 13% | 10% | -1.7 | -1% | ? | -15 | -3% | -19%
- Cc1ccc(Nc2nc3c(c(=O)[nH]c(=O)n3C)n2Cc2ccc(F)cc2)cc1
    3% | 20% | -1% | -0.6 | 6% | -7% | 1 | -12% | -1%
- O=C(N/N=C/c1ccccn1)c1cccs1
    ? | -13% | 29% | 0.9 | -5% | -3% | 0 | 5% | -2%
- O=C1N[C@H]2CC=C[C@H]2Nc2ccccc21
    -19% | -7% | -1% | -0.1 | -1% | 33% | -2 | 0% | -2%
- CCOC(=O)c1cc(NC(=O)Cc2ccc(S(=O)(=O)N3CCOCC3)s2)cc(C(=O)OCC)c1
    -7% | 8% | 1% | -4.2 | 7% | 25% | 2 | -10% | 14%

In another format: 6 of the compounds above.
Molecule | EPAC1 antag | Abeta yeast res | aSyn rescue | IL-2 act | EPAC1 ag | FUS yeast rescue | PI5P4Ka inh | WRN helicase inh | PLK1 PBD block
O=[N+]([O-])c1cc(Cl)ccc1Nc1ccccc1 | -8% | 3% | 2% | -0.7 | 11% | -28% | 14 | -10% | 5%
Cc1cccc(C(=O)N[C@H](C(=O)NCCc2ccc(S(N)(=O)=O)cc2)C(C)C)c1 | 11% | -6% | 0% | 0.6 | -1% | 18% | 3 | 13% | 1%
Cc1ccc(NC(=O)c2ccccc2)cc1 | 10% | -2% | -12% | -2.9 | 9% | 29% | -1 | 1% | -5%
O=C(CSc1nnc(-c2cccc(S(=O)(=O)N3CCCC3)c2)n1-c1ccccc1)Nc1ccc(C(=O)O)cc1 | ? | 1% | 2% | -1.9 | -1% | 22% | ? | 50µM* | 75µM*
CCCNC(=O)c1ccc(N(Cc2ccccc2)S(C)(=O)=O)cc1 | -8% | 7% | 3% | -1.9 | 1% | 15% | · | -13% | 4%
Cc1[nH]c2ccccc2c1-c1nc2ccccc2[nH]c1=O | 4% | 11% | -15% | -0.2 | 11% | -3% | 0 | 4% | -4%

The listing continues:
Order of values: EPAC1 antag | Abeta yeast res | aSyn rescue | IL-2 act | EPAC1 ag | FUS yeast rescue | PI5P4Ka inh | WRN helicase inh | PLK1 PBD block
- Cc1ccc(C(=O)NS(=O)(=O)c2ccc(C)cc2)cc1
    -9% | -5% | 0% | -1.8 | -11% | -16% | 6 | 0% | -6%
- O=C1CCC(=O)N1CN(C(=O)c1ccco1)c1ccccc1
    -6% | 0% | -6% | 0.0 | -1% | 0% | 5 | -2% | -1%
- O=C(COC(=O)c1cccc(-n2cnnn2)c1)c1ccc(F)cc1
    -3% | 10% | 0% | -0.1 | ? | 11% | -6 | -4% | -7%
- O=C(Nc1ccccc1C(=O)O)c1ccc(N2C(=O)C3CC=CCC3C2=O)cc1 (configuration not stated)
    6% | -7% | 6% | -1.3 | 7% | 22% | -8 | -7% | 2%
- O=C(CN1C(=O)C2CC=CCC2C1=O)Nc1ccccc1N1CCCC1 (configuration not stated)
    13% | 0% | 0% | -2.3 | 0% | 22% | 4 | -4% | -3%
- Cc1ccc(CNC(=O)Cn2ccc(NC(=O)OCc3ccccc3)nc2=O)o1
    -1% | -10% | -5% | -1.5 | -18% | -7% | -7 | -6% | -6%
- CC[C@]12c3[nH]c4cc(CCC(=O)N(C)C)ccc4c3CCN1C(=O)[C@@H](CC(=O)NC/C=C(\C)CCC=C(C)C)C[C@@H]2C(=O)N1CCN(C(=O)c2ccco2)CC1
    -14% | -9% | -1% | -0.9 | -18% | ? | 3 | -4% | -1%
- COCCNC(=O)CSc1nc2ccc(N3CCOCC3)cc2c(=O)n1CCc1ccccc1
    ? | 9% | -2% | -1.6 | 8% | 43% | · | 4% | -13%
- O=C(NCCCCNC(=O)c1cccnc1Cl)c1cccnc1Cl
    6% | 6% | -3% | -2.7 | 2% | 14% | 7 | 2% | 0%
- O=S(=O)(c1ccc(Br)s1)N1CCC2(CC1)OCCO2
    -1% | 6% | 9% | -2.6 | 3% | 15% | 4 | -34% | -7%
- Cn1c(SCC(=O)NCc2ccco2)nnc1-c1ccc(S(=O)(=O)N2CCOCC2)cc1
    5% | 3% | 0% | 0.8 | -10% | 28% | · | -27% | -8%
- Cc1cc(N)nc2nc(C(F)(F)F)nn12
    -1% | 6% | -10% | 0.6 | 14% | 3% | 3 | 4% | -9%
- CNc1nc(C)c(C#N)cc1C(C)=O
    12% | 4% | -10% | 1.5 | -2% | 32% | · | -10% | -2%
- CC(=O)Nc1ccc(NC(=O)c2c(C)nc3ccccn23)cc1
    -3% | -4% | -8% | -0.9 | 3% | 1% | · | -8% | 1%
- O=c1[nH]c2ccc(N=Cc3c(O)ccc4cc(Br)ccc34)cc2[nH]1
    -29% | 8% | 14% | 11 | 8% | 3% | -14 | -26% | ?
- Cc1cc[n+](-c2[nH]c(=O)sc2/C=N/N=C(\[O-])CCn2c3ccccc3c3ccccc32)cc1
    -13% | 10% | 3% | 3.8 | 7% | ? | ? | -13% | -9%
- Cn1ccnc1Sc1ccc(C(N)=O)cc1[N+](=O)[O-]
    4% | -13% | -1% | 0.3 | 4% | -2% | -6 | 2% | 2%
- Cc1cc(NC(=O)COc2coc(CN3CCN(c4ccccc4)CC3)cc2=O)no1
    -2% | -4% | 5% | 0.3 | -5% | 13% | -14 | -14% | -4%
- Cc1ccc(CN2CCN(Cc3ccc4ncccc4c3)CC2CCO)cc1 (configuration not stated)
    -15% | -9% | 3% | 6.7 | -4% | 11% | 1 | -10% | -1%
